RGS12 GoLoco inh: inhibitors of human Gai1-RGS12 GoLoco interaction (red fluorophore); Gai1:RGS12 GoLoco peptide FP, rhodamine, 10 min; hit rate 0.44% among 230,000; Potency, µM (series often up to 61.6 µM), for the others: at the top dose activity, negative = inhibition, actives largely listed as inhibitors; AID 880; P63096; active = well fitted inhibition curve with a large enough effect, not every such curve was filed as active; inactive = no such curve, though single readings can be large or run the other way; note: % is set by controls: 0 for no effect and ±100 for the full control effect; nearly all actives have a fitted effect of over 30% in size; many of its hits are not listed in these tables
Target sequence (P63096 whole entry, looked up): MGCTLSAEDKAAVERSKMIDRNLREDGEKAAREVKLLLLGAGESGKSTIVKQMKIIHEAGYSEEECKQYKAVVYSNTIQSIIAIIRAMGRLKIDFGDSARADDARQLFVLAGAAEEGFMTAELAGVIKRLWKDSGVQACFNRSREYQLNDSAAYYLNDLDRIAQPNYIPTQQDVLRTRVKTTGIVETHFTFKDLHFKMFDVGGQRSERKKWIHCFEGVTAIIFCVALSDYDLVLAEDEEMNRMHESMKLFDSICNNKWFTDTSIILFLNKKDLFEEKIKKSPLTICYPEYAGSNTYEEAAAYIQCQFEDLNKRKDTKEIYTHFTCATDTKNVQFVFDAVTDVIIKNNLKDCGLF
Luc counter: Kinase-Glo luciferase inhibition (counter-screen); Q27757; Kinase-Glo luciferase, ATP luminescence, 8 min; Potency, µM (highest dose often 38.3 µM), for inactives: top-dose activity change, negative = inhibition, most hits filed as inhibitors; hit rate 0.28% among 200,000; note: % is set by controls: 0 for no effect and ±100 for the full control effect; nearly all actives have a fitted effect of over 60% in size
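Light output from Kinase-Glo luciferase with luciferin and 10 uM ATP in 50 mM imidazole pH 7.2, KCl, MgCl2, Tween 20, BSA; compound pin-delivered, 8-min ambient incubation, then luminescence read.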
RECQ1 inh: RECQ1 (human) helicase inhibition | P46063 | hit rate 0.54% among 240,000 | AID 2549 | RECQ1 DNA unwinding, red fluorescence kinetic read | Potency, µM (doses to about 57.3 µM), for inactives: at the highest dose activity, negative = inhibition, hits mostly inhibitors;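 note: plate controls were vehicle for no effect and no enzyme for full effect; nearly all actives have a fitted effect of over 30% in size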
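RECQ1T1 50 nM; forked duplex (20 bp + 30-nt ss tails) 200 nM, ATP 2 mM final; pH 8.0, 2 mM MgCl2, 2.5 ug/ml poly(dI-dC); 15 min compound preincubation; discontinuous kinetic read over 2 h at RT.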
Epigenetic derep: epigenetic control regulation, reporter derepression; hit rate 0.2% among 280,000; murine LDR cells, GFP reporter derepression, 30 h; AID 1865; Potency, µM (series often up to 53.9 µM), inactives show top-dose GFP activation, usual class: activators; note: % of control where 0% means no effect; nearly all actives have a fitted effect of over 60% in size
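Readout is the number of GFP-expressing murine LDR cells, counted by cytometry following washing. Cells were treated with compound for 30 h at 37 C; the stably integrated CMV-GFP locus is normally silent.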
SMN2 splice up: SMN2 splice variant enhancement | hit rate 2.8% among 210,000 | Potency, µM (series often up to 46.1 µM), inactives show at the highest dose activity change, positive = activation, hits mostly activators | HEK293 SMN2-luciferase splicing reporter, luminescence, 30-36 h; note: % of control where 0% means no effect; nearly all actives have a fitted effect of over 55% in size
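HEK293 cells carry an SMN2 […]–luciferase reporter in which exon 7 inclusion puts luciferase in frame. Cells were plated 10-12 h before compound addition, then incubated 30-36 h at 37C. ONE-Glo luminescence was read; sodium butyrate at 4.5 mM final served as control.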
NPSR antagonist: blocks cAMP signaling of the human neuropeptide S receptor. AID 1461. Q6W5P4. Potency, µM (series often up to 38.3 µM), for inactives: at the highest dose activity change, negative = inhibition, most hits filed as inhibitors. hit rate 1% among 220,000. CHO-NPSR cells, cAMP TR-FRET, antagonist mode; note: % is set by controls: 0 for no effect and ±100 for the full control effect; nearly all actives have a fitted effect of over 50% in size; many of its hits are not listed in these tables
Target sequence (Q6W5P4 whole entry, looked up): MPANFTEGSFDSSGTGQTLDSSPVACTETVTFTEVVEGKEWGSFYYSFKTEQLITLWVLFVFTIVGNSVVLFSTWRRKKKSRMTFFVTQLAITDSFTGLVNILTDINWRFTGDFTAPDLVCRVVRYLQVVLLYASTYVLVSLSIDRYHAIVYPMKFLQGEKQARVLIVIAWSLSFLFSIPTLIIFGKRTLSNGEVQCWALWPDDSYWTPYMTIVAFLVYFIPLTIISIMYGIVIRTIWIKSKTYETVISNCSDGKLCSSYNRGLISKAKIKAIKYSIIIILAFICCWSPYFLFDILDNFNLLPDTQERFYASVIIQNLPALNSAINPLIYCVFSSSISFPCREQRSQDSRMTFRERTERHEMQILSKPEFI
IMPase Li cell: IMPase inhibition in cells with lithium potentiation | CHO-M1 cells, IP1 TR-FRET (IP-One), carbachol + lithium | Potency, µM (series often up to 59.4 µM), inactives show at the top dose activity, negative = IMPase inhibition, most hits filed as inhibitors | hit rate 0.35% among 210,000;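 note: IP1 builds up when IMPase is blocked and the TR-FRET signal falls; plate controls were basal vehicle for no effect and high inhibitor control for full effect; nearly all actives have a fitted effect of over 50% in size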
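Lithium-sensitised IP1 accumulation assay; M1-expressing CHO cells treated 30 min at 37C with compound. Competitive antibody detection by time-resolved FRET followed a 10 min room-temperature lysis step.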
JMJD2E inh: inhibitors of human JMJD2E histone demethylase. Potency, µM (doses to about 57.1 µM), for inactives: at the top dose activity change, negative = inhibition, usual class: inhibitors. JMJD2E catalytic domain, FDH-coupled NADH fluorescence (FDH is formaldehyde dehydrogenase). hit rate 1.6% among 230,000; active = well fitted inhibition curve with a large enough effect, not every such curve was filed as active; inconclusive = small, poorly fitted or top-dose-only effect, or another doubt; inactive = no such curve, though single readings can be large or run the other way;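 note: 0% = wells with enzyme and -100% = buffer wells without enzyme; nearly all actives have a fitted effect of over 50% in size; many of its hits are not listed in these tables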
Target sequence (B2RXH2 1-337 limits assumed): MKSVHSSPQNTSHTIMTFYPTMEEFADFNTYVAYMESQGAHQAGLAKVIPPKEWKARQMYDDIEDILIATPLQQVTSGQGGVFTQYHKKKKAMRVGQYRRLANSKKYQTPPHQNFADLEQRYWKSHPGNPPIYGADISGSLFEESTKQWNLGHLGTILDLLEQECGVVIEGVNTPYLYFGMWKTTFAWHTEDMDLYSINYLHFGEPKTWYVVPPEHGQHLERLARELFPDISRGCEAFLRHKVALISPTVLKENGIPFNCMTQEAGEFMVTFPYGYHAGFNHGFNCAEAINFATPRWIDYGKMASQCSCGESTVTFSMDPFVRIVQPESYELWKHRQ
* = called active by the depositor; i = inactive; ? = inconclusive; . = not tested or not shown; [ ] = another dose, or the depositor's remark. Unless noted, calls come from the whole dose curve; as a rule, active = well fitted curve in the direction sought with a large enough effect; inconclusive = small, poorly fitted or top-dose-only effect, or another doubt; inactive = no such curve, though single readings can be large; an effect the other way counts as inactive or inconclusive. Potency is the fitted concentration of half-maximal effect. An excerpt; the hit share may differ from the screen's.

Under each structure – SMN2 splice up	RGS12 GoLoco inh	NPSR antagonist	IMPase Li cell	RECQ1 inh	Luc counter	Epigenetic derep	JMJD2E inh
#1 CC(C)(C)c1ccc(C(=O)Nc2ncn[nH]2)cc1
    10µM*	12%	4%	4%	i	-17%	2.5%	13%
#2 CC(C)CC(c1nnnn1CC1CCCO1)N1CCN(Cc2ccc3c(c2)OCO3)CC1 (stereo unspecified)
    -6%	10%	-2%[46.1 µM]	24%[38.3 µM]	-4%	1%	0.1%	-4%
#3 C=CCn1c(N)cc(=O)nc1SCC(=O)N1CCN(c2ccc(F)cc2)CC1
    -1%	6%	-5%[46.1 µM]	-5%[38.3 µM]	-8%	-3%	-4.2%	5%
#4 CN(C)CCOCCOc1ccccc1-c1ccccc1
    4%	-16%	1%[46.1 µM]	1%[38.3 µM]	i	-5%	0.0%	-4%
#5 O=C(COC(=O)CCc1ccc(S(=O)(=O)N2CCOCC2)cc1)NC1CCCCCC1
    18%	0%	6%	1%	0%	3%	1.0%	-6%
#6 CN=C1SC(CC(=O)Nc2sc3c(c2C#N)CCCC3)C(=O)N1C (stereo unspecified)
    -6%	-13%	-26%[46.1 µM]	-3%	-7%	-1%	0.8%	8%
#7 Cc1ccc2cc(-c3noc(C4CCCO4)n3)c(=O)[nH]c2c1 (stereo unspecified)
    12%	1%	-3%[46.1 µM]	-6%[38.3 µM]	-11%	-3%	0.7%	?
#8 Cc1ccc(S(=O)(=O)NCC[C@@]2(C)C3CCC2(C)C(=O)C3)cc1 (stereo partly specified)
    .	-8%	5%	.	-1%	.	-1.0%	-7%
#9 CCN1C(=O)C(Cc2nc3ccccc3c(=O)n2C)c2ccccc21 (stereo unspecified)
    -1%	2%	?	2%[38.3 µM]	-2%	-2%	1.5%	2%
#10 O=C(NNC(=O)C1CC1c1ccccc1)Nc1ccccc1 (stereo unspecified)
    4%	11%	9%	-8%	0%	-4%	-3.0%	-2%
#11 COCCNC(=O)/C(C#N)=C1\N=C(N)c2ccccc21
    -32%[inhibitor]	6%	-12%	6%	-3%	-2%	0.0%	-6%
#12 Clc1ccc(-c2nn3c(-c4cccc(Cl)c4)nnc3s2)cc1
    .	.	-5%[46.1 µM]	.	-5%	.	-5.5%	0%
#13 COCC1CCCN(Cc2cn(-c3ccccc3)nc2-c2ccc3c(c2)OCO3)C1 (stereo unspecified)
    .	1%	17%	6%	12%	2%	-2.0%	-38%
#14 COc1cccc(C(=O)Oc2cc(C)[nH]c(=O)c2[N+](=O)[O-])c1
    8%	1%	14%	-1%	-3%	8%	-0.1%	3%
#15 COc1ccc(CCN2C(=O)CC(C(C)c3ccccc3)C2=O)cc1OC (stereo unspecified)
    -1%	-1%	-12%	6%	4%	-1%	1.1%	-7%
#16 CCSC1=C(C#N)C(=O)n2c1cc1c2CCCC1
    ?	-1%	-7%[46.1 µM]	55%[activator][38.3 µM]	3%	-24%	1.0%	?
#17 CC(=O)c1ccc(-c2cc([C@H]3[C@H]4C=CC[C@@H](C)[C@@H]4C(=O)N3Cc3ccccc3)ccc2F)cc1
    .	3%	?	.	-16%	.	-1.6%	-2%
#18 O=c1n(Cc2ccccc2F)c2ccccc2n1Cc1ccccc1F
    -12%	7%	5%[46.1 µM]	18%	-3%	-1%	3.5%	-1%
#19 O=S(=O)(c1ccccc1)n1cc(-c2ccccn2)c(N2CCOCC2)n1
    9%	-3%	6%	-5%	i	2%	2.6%	1%
#20 Cc1ccc(Cl)cc1N1CCN(S(=O)(=O)c2cccc(S(=O)(=O)N3CCCC3)c2)CC1
    -21%	5%	-13%[46.1 µM]	33%[38.3 µM]	-7%	-3%	0.0%	-6%
#21 Cc1ccc(NC(=O)c2ccc(OC(=O)C(C)Oc3ccc(Cl)cc3C)cc2)cc1 (stereo unspecified)
    8.9µM*	17%	1%	-4%	i	-4%	-1.0%	-2%
#22 Cc1ccccc1-c1nc(CN2CCC(C(=O)NCCCN3CCCC3)CC2)c(C)o1
    14%	-10%	-5%[46.1 µM]	20%[38.3 µM]	-3%	2%	1.6%	-11%
#23 Cc1ccc(NC(=O)/C(C#N)=C/c2ccccc2C(F)(F)F)cc1
    1%	-6%	5%	-2%	4%	4%	-1.9%	3%
#24 Cn1c(=O)c2cc(S(=O)(=O)NCCC(=O)NCc3ccccc3Cl)ccc2n(C)c1=O
    -13%	-7%	-7%[46.1 µM]	-3%[38.3 µM]	i	0%	-1.2%	-6%
#25 O=C(/C=C/c1c(Cl)nc2ccccn12)N1CCN(c2ccc(F)cc2)CC1
    -20%	0%	-8%	1%	-3%	2%	-2.6%	-8%
#26 CCOc1ccc(CCNS(=O)(=O)c2c(C)n[nH]c2C)cc1OCC
    -5%	2%	2%[46.1 µM]	18%[38.3 µM]	7%	-3%	-1.1%	8%
#27 COc1ccc(NC(=O)C2CCN(C(=O)Cc3ccccc3)CC2)cc1OC
    6%	0%	1%	-1%	-10%	-6%	-0.1%	-2%
#28 C/C(=N\NC(=O)CN1CCN(Cc2ccccc2)CC1)c1ccncc1
    .	-2%	-15%	.	-4%	.	1.3%	-11%
#29 Cc1ccc(-n2nnnc2SCC(=O)NC2CCCc3ccccc32)c(C)c1 (stereo unspecified)
    -11%	-4%	-43%	17%	0%	1%	5.7%	-1%
#30 C=CCn1c(C(CCCC)CC(C)O)n[nH]c1=S (stereo unspecified)
    -4%	-2%	4%	-2%	0%	0%	1.0%	1%
#31 Cn1/c(=N\NC(=O)c2ccccc2Cl)sc2ccccc21
    ?	-1%	0%	7%	-2%	3%	0.6%	-1%
#32 Fc1ccc(-n2c(Cc3ccccc3)nnc2SCc2nc(-c3cccs3)no2)cc1
    -57%[inhibitor]	63%[activator]	?	33%[activator][38.3 µM]	-19%	-2%	-13%	-9%
#33 CCN(CC)CCNC(=O)COc1ccc(Cl)cc1Cl
    15%	-8%	-5%[46.1 µM]	-4%[38.3 µM]	7%	-8%	-0.8%	-3%
#34 COCCNC(=S)N1CCN(S(C)(=O)=O)CC1
    10%	-3%	5%	3%	0%	1%	-1.4%	18%
#35 N#CC(c1nc2ccccc2nc1N1CCCCC1)S(=O)(=O)c1ccc(Cl)cc1 (stereo unspecified)
    1%	-3%	-7%[46.1 µM]	12%[38.3 µM]	6%	0%	?	-5%
#36 OC(CNCc1ccccc1)(c1ccc(F)cc1)c1ccc(F)cc1
    -15%	3%	1%[46.1 µM]	36%[38.3 µM]	-1%	5%	3.5%	12%
#37 CCOc1ccccc1NC(=O)CSc1nc(N)c(C#N)cc1C#N
    -15%	57%[activator]	?	?	-8%	1%	18%	?
#38 O=S(=O)(c1ccccc1)N1CCC(O)(CSc2ccc(Cl)cc2)CC1
    -69%[inhibitor]	8%	-12%[46.1 µM]	21%[38.3 µM]	-14%	2%	0.0%	2%
#39 O=C(COC(=O)c1ccc2ccccc2c1)NCCCc1ccccc1
    0%	6%	8%	-7%	-1%	4%	0.0%	?
#40 COc1ccc(NC(=O)NNC(=O)c2ccccc2-n2cccc2)cc1OC
    -6%	-3%	5%	2%	i	0%	-1.9%	-3%
#41 CC(C)N(c1nnc(N)s1)C(C)C
    25%	6%	-6%[46.1 µM]	-4%	-2%	-2%	-2.0%	1%
#42 O=C(N/N=C/c1ccc(O)cc1)c1cc(-c2ccc3c(c2)OCO3)n[nH]1
    .	.	?	.	-5%	.	-0.9%	12%
#43 CCOC(=O)CSc1nc2cc(OC)ccc2cc1C#N
    11µM*	7%	-6%[46.1 µM]	16%[38.3 µM]	5%	1%	?	?
#44 Cc1cc(C)c(N=C2CCCN2Cc2ccccc2)c(C#N)c1
    -13%	4%	-22%[46.1 µM]	?	-1%	1%	-1.0%	7%

Single entries from the list.
cpd 42 in RECQ1 inh has -5%
cpd 18 in IMPase Li cell has 18%
cpd 24 in JMJD2E inh has -6%
cpd 19 in IMPase Li cell has -5%

Excerpt, compounds 33–36
Under each structure – SMN2 splice up	RGS12 GoLoco inh	NPSR antagonist	IMPase Li cell	RECQ1 inh	Luc counter	Epigenetic derep	JMJD2E inh
#33 CCN(CC)CCNC(=O)COc1ccc(Cl)cc1Cl
    15%	-8%	-5%[46.1 µM]	-4%[38.3 µM]	7%	-8%	-0.8%	-3%
#34 COCCNC(=S)N1CCN(S(C)(=O)=O)CC1
    10%	-3%	5%	3%	0%	1%	-1.4%	18%
#35 N#CC(c1nc2ccccc2nc1N1CCCCC1)S(=O)(=O)c1ccc(Cl)cc1 (stereo unspecified)
    1%	-3%	-7%[46.1 µM]	12%[38.3 µM]	6%	0%	?	-5%
#36 OC(CNCc1ccccc1)(c1ccc(F)cc1)c1ccc(F)cc1
    -15%	3%	1%[46.1 µM]	36%[38.3 µM]	-1%	5%	3.5%	12%

Screen by screen, quoted from above:
Entries 36 to 44 in IMPase Li cell read 36%[38.3 µM], ?, 21%[38.3 µM], -7%, 2%, -4%, ., 16%[38.3 µM], ?
Entries 36 to 44 in SMN2 splice up read -15%, -15%, -69%[inhibitor], 0%, -6%, 25%, ., 11µM*, -13%

Rewritten screen by screen: entries from further up
26	CCOc1ccc(CCNS(=O)(=O)c2c(C)n[nH]c2C)cc1OCC
27	COc1ccc(NC(=O)C2CCN(C(=O)Cc3ccccc3)CC2)cc1OC
28	C/C(=N\NC(=O)CN1CCN(Cc2ccccc2)CC1)c1ccncc1
29	Cc1ccc(-n2nnnc2SCC(=O)NC2CCCc3ccccc32)c(C)c1 (stereo unspecified)
entry no.	26	27	28	29
SMN2 splice up	-5%	6%	.	-11%
RGS12 GoLoco inh	2%	0%	-2%	-4%
NPSR antagonist	2%[46.1 µM]	1%	-15%	-43%
IMPase Li cell	18%[38.3 µM]	-1%	.	17%
RECQ1 inh	7%	-10%	-4%	0%
Luc counter	-3%	-6%	.	1%
Epigenetic derep	-1.1%	-0.1%	1.3%	5.7%
JMJD2E inh	8%	-2%	-11%	-1%

Screening results from PubChem BioAssay.
